cytoskel mod: cytoskeleton assembly modification; HUVEC TNFa F-actin phalloidin imaging, high content; inhibition, % at 2 µM; actives 0.18% (n = 91,000); AID 836;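 active = inhibition above the batch mean plus 3 SD and confirmed as a hit by visual image inspection, cut at about 30% in these data, passing the limit was not always enough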; also: strong numbers were not always called active
HIV Rev-RRE inh: HIV Rev-RRE protein-RNA interaction inhibition. P05866. actives 0.79% (n = 97,000). Rev peptide-RRE RNA binding, FRET. inhibition, % at 8 µM;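 active = inhibition above the screen-wide mean plus 3 SD, cut at about 35% in these data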;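 also: 0% = median DMSO wells and 100% = median Neomycin B control wells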
Target sequence (P05866 whole entry, looked up): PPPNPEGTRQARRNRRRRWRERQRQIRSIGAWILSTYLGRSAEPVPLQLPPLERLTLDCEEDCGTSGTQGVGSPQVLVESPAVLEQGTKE
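Assay system: Labelled RRE RNA duplex and labelled Rev peptide | Times: 5 min preincubation and 15 min binding, 25 °C | Detection: FRET, ex 480 nm, em 540 and 671 nm | Evaluation: % inhibition of FRET ratio versus controls | Benchmarks: DMSO wells as 0% and neomycin B wells as 100% inhibition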
LYP act: LYP (human) phosphatase activation. Q9Y2R2. recombinant LYP, DiFMUP fluorescence; 0 = plate median, 100 = signal doubled. activation, % at 2 µM. actives 0.11% (n = 96,000). AID 697;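 active = activation at 2 µM above a set limit, the mean plus 5 SD, cut at about 37% in these data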
PLK1 PBD inh: blocks phosphopeptide binding to human Plk1 polo box domain | inhibition, %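 (tested at about 20 µM)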 | Plk1 PBD phosphopeptide binding, fluorescence polarization | actives 0.13% (n = 97,000); in the data active = inhibition above about 34%, passing the limit was not always enough
PTPN22 inh 2: LYP (human) phosphatase inhibition | Q9Y2R2 | recombinant LYP catalytic domain, DiFMUP fluorescence | inhibition, % at 2 µM | actives 0.21% (n = 96,000) | AID 640;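 active = inhibition at 2 µM at or above a set limit, the screen mean plus 3 SD, cut at about 24% in these data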;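 also: 0% = DMSO with enzyme and 100% = enzyme fully blocked by orthovanadate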
PTK2B oligo ant: Pyk2 (human) oligomerization antagonism | Q14289 | Q293 cells, Pyk2 FERM NanoBiT luminescence; active compounds read low | actives 0.83% (n = 99,000) | AID 1347419 | z-score (the deposit names both 25 µM and 10 µM);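 active = Z-score of -3 or lower, scaled per plate to the spread of control and sample wells; inactive = z-score above -3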;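 also: negative z-score means lost luminescence so less FERM oligomerization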
Target sequence (Q14289 whole entry, looked up): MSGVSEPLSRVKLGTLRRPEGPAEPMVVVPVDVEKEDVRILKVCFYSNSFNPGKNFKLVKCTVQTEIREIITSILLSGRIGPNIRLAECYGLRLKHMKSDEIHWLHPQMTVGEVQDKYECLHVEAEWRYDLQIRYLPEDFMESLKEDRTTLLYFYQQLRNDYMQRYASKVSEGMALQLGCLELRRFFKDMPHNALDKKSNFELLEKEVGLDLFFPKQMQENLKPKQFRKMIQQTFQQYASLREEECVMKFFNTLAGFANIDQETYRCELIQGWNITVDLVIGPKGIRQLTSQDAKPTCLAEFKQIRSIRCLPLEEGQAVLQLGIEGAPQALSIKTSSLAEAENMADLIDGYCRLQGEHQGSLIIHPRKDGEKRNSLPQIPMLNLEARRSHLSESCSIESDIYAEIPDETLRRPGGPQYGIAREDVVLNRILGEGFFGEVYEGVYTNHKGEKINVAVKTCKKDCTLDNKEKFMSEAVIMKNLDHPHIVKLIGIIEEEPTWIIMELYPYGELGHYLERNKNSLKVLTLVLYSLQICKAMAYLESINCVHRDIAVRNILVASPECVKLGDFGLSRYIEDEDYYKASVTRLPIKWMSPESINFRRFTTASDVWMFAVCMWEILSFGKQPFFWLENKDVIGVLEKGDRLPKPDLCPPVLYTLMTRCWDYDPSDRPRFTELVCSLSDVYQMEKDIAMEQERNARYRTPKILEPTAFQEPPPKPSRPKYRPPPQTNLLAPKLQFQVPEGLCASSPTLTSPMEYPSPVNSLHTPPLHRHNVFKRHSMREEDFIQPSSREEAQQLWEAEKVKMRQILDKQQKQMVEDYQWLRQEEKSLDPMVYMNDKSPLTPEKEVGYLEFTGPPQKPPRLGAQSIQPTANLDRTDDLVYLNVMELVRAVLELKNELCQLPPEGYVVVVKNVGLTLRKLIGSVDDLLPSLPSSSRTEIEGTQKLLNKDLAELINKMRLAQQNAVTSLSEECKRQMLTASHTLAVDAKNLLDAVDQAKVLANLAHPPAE
EphB4 ephrin blk: antagonists of human EphB4-ephrin-B2 interaction | inhibition, % at 7 µM | P54760 | actives 0.15% (n = 97,000) | EphB4 LBD / TNYL-RAW-Alexa532 peptide, fluorescence polarization | AID 720;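 active = inhibition above the screen-wide mean inhibition plus 3 SD, cut at about 15% in these data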;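 also: 0% = DMSO wells and 100% = excess unlabeled TNYL-RAW peptide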
PLK1 kinase inh: blocks human PLK1 kinase activity; actives 0.53% (n = 97,000); recombinant PLK1 kinase, TR-FRET peptide phosphorylation; inhibition, % at 10 µM;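 active = inhibition of 50% or more in the single-concentration screen; inactive = inhibition below 50%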;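 also: 0% = DMSO max control and 100% = H-89 dihydrochloride min control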
FAK inh: blocks human focal adhesion kinase activity; inhibition, %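 (tested at 7 µM)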; biochemical FAK kinase activity assay; AID 727; actives 0.84% (n = 97,000); in the data active = inhibition above about 19%;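 also: 0% = DMSO and 100% = reference compound high control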
Numbers without * were called inactive; . = not tested or not shown.

SMILES	cytoskel mod	HIV Rev-RRE inh	LYP act	PLK1 PBD inh	PTPN22 inh 2	PTK2B oligo ant	EphB4 ephrin blk	PLK1 kinase inh	FAK inh
Cc1c(C(=O)NCC2COc3ccccc3O2)oc2ccc(S(=O)(=O)N(C)C3CCCCC3)cc12 (stereo not given)	-1	7	0	-17	0	-0.51	5	-1	1
O=C(c1ccc(F)cc1)N1CCCCC(Sc2nnnn2-c2ccccc2)C1=O (stereo not given)	-7	10	-1	-6	0	0.69	5	-1	4
O=C(O)c1ccc(N2CCCCCC2)c(N2C(=O)c3ccccc3C2=O)c1	-9	2	10	2	-12	-0.36	-2	-6	2
O=C(Nc1ncnc2sc3c(c12)CCC3)c1ccco1	-7	3	13	13	-11	0.72	-3	-4	1
c1cncc(-c2noc(CC3CCCCC3)n2)c1	-2	6	1	0	-2	0.54	3	1	-1
CCN1C(=O)C2(Nc3ccccc3-c3nc4ccccc4n32)c2cc(OC)ccc21 (stereo not given)	-63	6	-8	4	7	-2.9	0	-13	0
CCN(CCCNC(=O)Cn1ncc2c(=O)oc3ccccc3c21)c1cccc(C)c1	-6	5	-4	18	3	.	4	-10	2
Cc1ccc(C(=O)NC2CC(C)(C)NC(C)(C)C2)cc1C	6	5	-4	-8	2	-0.03	-2	-8	1
O=C(c1ccco1)N(CCCN1CCOCC1)c1nc(-c2ccc(Cl)cc2)cs1	1	5	-2	15	0	-0.67	-3	-7	-1
COc1cccc(-c2cc3nc(-c4ccccc4)cc(N4CCC5(CC4)OCCO5)n3n2)c1	-22	-1	0	-10	3	-1	-2	-21	-1
O=C(NCc1ccco1)C(c1cccs1)N(C(=O)Cc1cccs1)c1ccccc1 (stereo not given)	-2	8	-15	-17	13	0.55	2	5	5
COC(=O)c1ccc(NC(=O)CC2C(=O)N(c3ccc(C)cc3)C(=O)N2CC(C)C)cc1 (stereo not given)	12	19	-6	4	8	-2.3	-1	-40	1
CCCCCCOC(=O)c1ccccc1NC(=O)/C=C/C(=O)O	-2	-7	13	1	-7	-0.56	5	-7	-6
Cn1c(CNc2ccc(Cl)cc2)nnc1SCc1ccccc1	16	5	9	-16	-9	-0.46	-7	-13	1
COc1ccccc1N(C(=O)c1ccco1)C(C(=O)NC1CCCC1)c1cccnc1 (stereo not given)	39	5	22	-16	-23	-0.01	-2	-18	-8
COc1ccccc1NC(=O)CSc1nnc(CC(=O)Nc2cccc(C(F)(F)F)c2)n1C	6	15	2	-3	-4	-0.34	-1	3	-3
Cn1c(SCC(=O)N2CCN(c3ccccc3)CC2)nnc1-c1cc2ccccc2o1	0	8	1	1	-2	1.7	-2	-12	1
COc1ccc(NC(=S)Nc2ccc(OCc3ccccc3)cc2)cc1OC	.	2	.	-9	.	-0.36	0	-11	-2
Cc1cc(N2CCN(S(=O)(=O)Cc3ccccc3)CC2)n2ncnc2n1	-5	3	1	-35	-3	0.22	-2	-13	-3
CN(CC(=O)NCc1ccc(Cl)cc1)S(=O)(=O)c1cccc2cccnc12	9	3	-2	0	1	.	-5	-18	1
O=S(=O)(NCc1cn2ccsc2n1)c1cccs1	-32	11	-7	14	4	-0.01	6	-10	9
CCOC(=O)N1CCC(N2Cc3cccc(C(=O)Nc4cc(F)ccc4F)c3C2=O)CC1	6	11	2	-21	-6	.	-1	-6	1
Clc1ccc(-c2nnc3n2CCCS3)cc1	9	5	4	1	0	-0.21	5	5	-6
Cn1c(=O)c2c(ncn2CC(=O)Nc2ccc(Cl)cc2Cl)n(C)c1=O	-12	0	-9	-8	11	1.9	-1	0	-4
CN(c1ccc(C(=O)NCCC2=CCCCC2)cc1)S(C)(=O)=O	1	-1	-8	9	6	1.1	1	3	4
SMILES	cytoskel mod	HIV Rev-RRE inh	LYP act	PLK1 PBD inh	PTPN22 inh 2	PTK2B oligo ant	EphB4 ephrin blk	PLK1 kinase inh	FAK inh
COc1ccc(-c2[nH]ncc2/C=C(\C#N)C(=O)NC2CC2)cc1	-1	2	-6	20	6	-1	-2	12	6
Nc1nnc(SCCOc2ccc(Br)cc2)s1	-11	6	3	-11	-5	-0.03	8	-9	6
Cc1ccc2nc(N3CCN(C=O)CC3)nc(-c3ccccc3)c2c1	-19	6	-7	-37	6	-1.3	-3	-13	-3
c1ccc(-c2cn3c(n2)CCC3)cc1	-6	7	-1	11	1	0.49	3	-4	-3
CC(Cc1ccccc1)N/C=C1/CC(=O)NC1=O (stereo not given)	.	3	-5	-11	4	-0.13	6	-4	1
CCOc1ccc2nc(NS(C)(=O)=O)sc2c1	-13	0	6	-9	-9	0.57	-5	0	-5
O=C(Nc1cccc2c1CCCC2)C1CCN(C(=O)NC2CCCCC2)CC1	3	2	-3	12	1	-0.45	5	-4	3
CCC(Sc1nncn1C)C(=O)Nc1nnc(-c2ccccc2Cl)s1 (stereo not given)	-11	10	-5	2	5	.	0	-17	8
Cc1ccc2[nH]c3c(c2c1)CN(C)CC3	3	8	-8	-4	9	0.47	6	-7	0
O=C1CC(N2CCN(c3nc4ccccc4s3)CC2)C(=O)N1c1cccc(F)c1 (stereo not given)	10	10	-2	-14	1	0.74	-1	-5	-1
CCOc1ccc(N2C(=O)C(Cl)=C(Nc3ccccc3O)C2=O)cc1	-13	37*	-4	-13	3	-0.69	-2	-9	0
CCC(Cc1ccccc1)NC(=O)CSc1ccsc1[N+](=O)[O-] (stereo not given)	10	1	14	2	-13	-0.89	7	-12	1
CC(Sc1nc(N2CCCCC2)c2c(c1C#N)CCCC2)C(=O)O (stereo not given)	2	2	-1	-1	0	3.5	1	-7	-6
CCCC(=O)C1=C(N(C)c2ccccc2)CC(C)(C)C(C(=O)OC)C1=O (stereo not given)	-5	-5	8	8	-10	1	-5	3	-7
Cn1c(CCNC(=O)c2cccs2)nnc1SCC(=O)N1CCN(c2ccccc2)CC1	8	-1	-7	-16	2	0.8	-4	-8	3
Cc1ccc2c(c1)c1c3n2CCN(C(=O)Cn2c(-c4ccccc4)noc2=O)C3CCC1 (stereo not given)	3	0	-12	-34	9	0.93	1	-18	4
Cc1ccc2c(c1)N(CC(=O)N1CCCc3ccccc31)C(=O)C(C)O2 (stereo not given)	-10	1	9	28	-9	-1.3	0	-11	-1
COC(=O)CCC(=O)Nc1cccc2c(NC(=O)CCC(=O)OC)cccc12	0	7	4	5	-7	-0.06	-7	-16	-2
COc1ccc(O)c(C(=O)/C=C/c2cc3ccccc3o2)c1	-26	6	-14	0	19	-0.63	4	-6	6
c1ccc2oc(SCc3cn4ccccc4n3)nc2c1	0	8	9	-5	-15	-0.11	4	-11	2
CC(NC(=O)c1ccccc1NS(C)(=O)=O)c1ccccc1 (stereo not given)	8	5	8	30	-4	0.72	2	-12	2
Cc1ccc(Sc2nc(-c3ccccc3)ccc2C#N)cc1	7	5	-7	2	10	-0.06	2	-8	4
CCC1Oc2ccc(C)cc2N(CC(=O)N2CCN(c3ccc(F)cc3)CC2)C1=O (stereo not given)	-1	3	0	-2	-3	.	-4	-8	0
CC(=O)N(C)c1ccc(OCC(O)Cn2c3ccc(Cl)cc3c3cc(Cl)ccc32)cc1 (stereo not given)	-32	-5	5	-6	-1	-1.3	-9	-2	1
CCc1ccccc1N(CC(=O)OC)S(C)(=O)=O	-6	0	4	-2	-4	-0.14	-5	-11	-1

Record cards, from the list above. Values in the order: cytoskel mod | HIV Rev-RRE inh | LYP act | PLK1 PBD inh | PTPN22 inh 2 | PTK2B oligo ant | EphB4 ephrin blk | PLK1 kinase inh | FAK inh
Cc1ccc2nc(N3CCN(C=O)CC3)nc(-c3ccccc3)c2c1 in the list: -19 | 6 | -7 | -37 | 6 | -1.3 | -3 | -13 | -3
CC(NC(=O)c1ccccc1NS(C)(=O)=O)c1ccccc1 (stereo not given) in the list: 8 | 5 | 8 | 30 | -4 | 0.72 | 2 | -12 | 2
COC(=O)CCC(=O)Nc1cccc2c(NC(=O)CCC(=O)OC)cccc12 in the list: 0 | 7 | 4 | 5 | -7 | -0.06 | -7 | -16 | -2

Results in LYP act and FAK inh, for 4 of the compounds above:
Structure,LYP act,FAK inh
c1ccc(-c2cn3c(n2)CCC3)cc1,-1,-3
CC(Cc1ccccc1)N/C=C1/CC(=O)NC1=O (stereo not given),-5,1
CCOc1ccc2nc(NS(C)(=O)=O)sc2c1,6,-5
O=C(Nc1cccc2c1CCCC2)C1CCN(C(=O)NC2CCCCC2)CC1,-3,3

(next part)
SMILES	cytoskel mod	HIV Rev-RRE inh	LYP act	PLK1 PBD inh	PTPN22 inh 2	PTK2B oligo ant	EphB4 ephrin blk	PLK1 kinase inh	FAK inh
COc1ccc(OC)c(NC(=O)C2CCC(CNc3c(N4CCC(C)CC4)c(=O)c3=O)CC2)c1 (stereo not given)	5	2	3	15	-6	.	-1	-10	6
Cc1c(C=O)cnn1CCC(=O)O	9	3	5	7	-4	0.02	3	-7	2
CCOC(=O)CSc1nnc(CSc2nc3ccccc3s2)n1C	-20	-2	1	-1	-5	1.3	-3	-2	-2
O=C(NCc1cccs1)C1CCN(S(=O)(=O)c2cccc3nsnc23)CC1	9	1	-2	-10	0	1.2	1	-3	1
COC(=O)Nc1ncc(CN2CCC(c3ccccc3)CC2)s1	7	4	2	-29	-4	0.05	3	1	-6
CCc1ccc2[nH]c3nc(SCc4nnc(-c5ccc(C)cc5)o4)nnc3c2c1	-18	13	-5	-6	2	-0.68	-2	-11	1
CC(=O)Nc1ccc(S(=O)(=O)N2CCCc3ccccc32)cc1	-13	-3	1	-34	-1	-0.74	4	5	0
COc1cccc(C2=NOC(C(=O)Nc3cc(OC)c(OC)c(OC)c3)C2)c1 (stereo not given)	6	3	1	-7	-2	0.49	-3	-1	-6
C=CCN1C(=O)C(Cc2ccc(C)cc2)S/C1=N/N=C/c1ccco1 (stereo not given)	13	2	-11	-21	16	-0.28	3	-7	5
Cc1cnc(C(=O)Nc2ccccc2F)cn1	-25	2	-4	-20	5	1.4	-1	-8	1
COc1ccc(CN2CCSCC2)cc1O	-3	9	0	8	0	0.77	0	-12	0
COc1ccc(S(=O)(=O)N(Cc2cccs2)C2CCCC2)cc1	-26	12	-17	0	20	-0.56	6	-7	-3
Cc1ccc(S(=O)(=O)NC(=O)NCc2ccc(Cl)cc2)cc1	1	0	2	5	-1	0.8	3	18	0
O=C(CSc1nnc(CNc2ccc(F)cc2)n1Cc1ccccc1)NCc1ccccc1	-33	6	-2	-28	1	0.07	-3	-8	1
O=C(O)C1CCCCC1C(=O)Nc1ccccc1F (stereo not given)	8	9	-4	-3	7	-0.03	-4	25	1
NC(=O)NC(=O)CSc1cccc(C(F)(F)F)c1	14	8	1	11	2	1.1	-7	-8	4
O=C(Nc1ccc(OCC(F)(F)C(F)F)c(C(F)(F)F)c1)c1ccccc1	31	25	-6	34	11	-1.4	1	-11	8
O=C(CNCCO)N1CCc2ccccc21	8	10	4	-19	-2	0.24	2	-4	2
COc1ccccc1S(=O)(=O)Nc1ccc(-c2nnc3n2CCCCC3)cc1	15	4	-11	4	12	-0.36	4	-5	1
COC(=O)C1=C(C)Nc2nnnn2C1c1ccco1 (stereo not given)	0	4	-12	-7	11	-0.1	-6	-4	1
COc1ccccc1NC(=O)Cn1nnc(-c2ccccc2NC(=O)c2cc3ccccc3oc2=O)n1	-28	6	-5	-1	8	0.25	-3	-10	2
COc1cc(NC(=O)Cc2nn(C)c(=O)c3ccccc23)cc(OC)c1	-10	2	4	-8	-1	1.3	-5	-12	3
Cc1ccc(-c2ccc(/C=N/N3C(=O)C4C5C=CC(CC5)C4C3=O)o2)c([N+](=O)[O-])c1 (stereo not given)	.	15	-14	-14	15	-0.2	-1	0	1
O=C(N1CCOCC1)N(CCN1CCOCC1)Cc1cccc2ccccc12	-25	2	5	-25	-5	1.3	-2	1	-1
COCc1[nH][nH]c(=O)c1C=Nc1ccccc1	.	13	11	-30	-9	0.12	11	-1	0

Source: PubChem (several laboratories)
